Screening data from PubChem BioAssay.
rTrxR1 inhibitor: rat TrxR1 inhibition | O89049 | recombinant rTrxR1, NADPH fluorescence consumption, selenite substrate | Potency, µM (series often up to 114 µM), inactives show at the top dose activity change, negative = inhibition, hits mostly inhibitors | 390,000 compounds, 1% hits | AID 588453; further: potency means the concentration at half of the fitted maximal effect; on the % scale 0 is the no-effect control and ±100 the full control effect; nearly all actives have a fitted effect of over 65% in size
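Rat TrxR1 (90 nM in the dispensed reagent) was pre-reduced with 400 uM NADPH for 5 min at room temperature, then incubated with compound for 15 min. After 400 uM selenite was added, NADPH fluorescence (Ex 340/Em 450 nm) was followed for 8 min.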
HP1b chromo inh: blocks HP1-beta chromodomain binding to methylated histone tails. 390,000 compounds, 0.56% hits. Potency, µM (series often up to 114 µM), without a hit: top-dose activity change, negative = inhibition, most hits filed as inhibitors. AlphaScreen HP1-beta / biotin-H3K9me3 peptide binding. P83916. AID 540317; further: potency means the concentration at half of the fitted maximal effect; nearly all actives have a fitted effect of over 70% in size; inactives centre near 23
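HP1-beta protein (50 nM final) preincubated 30 min at room temperature with biotinylated H3(1-18)K9me3 peptide (50 nM) in PBS pH 7.4, 0.01% Tween-20, then compound added for 30 min. AlphaScreen streptavidin donor/nickel chelate acceptor beads (10 ug/mL final), 30 min dark, luminescence read.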
PI4K2A inh: inhibitors of human PI4K2A; Q9BTU6; purified PI4K2A, ADP-Glo luminescence, 1 h; active compounds read low; activity change, negative = inhibition, % at 76.9 µM; 420,000 compounds, 0.13% hits; AID 1346378; in the data active means activity change below about -50%; inconclusive means mostly about -30% to -49%;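 further: -100% = wells without enzyme as full effect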
Target sequence (Q9BTU6 whole entry, looked up): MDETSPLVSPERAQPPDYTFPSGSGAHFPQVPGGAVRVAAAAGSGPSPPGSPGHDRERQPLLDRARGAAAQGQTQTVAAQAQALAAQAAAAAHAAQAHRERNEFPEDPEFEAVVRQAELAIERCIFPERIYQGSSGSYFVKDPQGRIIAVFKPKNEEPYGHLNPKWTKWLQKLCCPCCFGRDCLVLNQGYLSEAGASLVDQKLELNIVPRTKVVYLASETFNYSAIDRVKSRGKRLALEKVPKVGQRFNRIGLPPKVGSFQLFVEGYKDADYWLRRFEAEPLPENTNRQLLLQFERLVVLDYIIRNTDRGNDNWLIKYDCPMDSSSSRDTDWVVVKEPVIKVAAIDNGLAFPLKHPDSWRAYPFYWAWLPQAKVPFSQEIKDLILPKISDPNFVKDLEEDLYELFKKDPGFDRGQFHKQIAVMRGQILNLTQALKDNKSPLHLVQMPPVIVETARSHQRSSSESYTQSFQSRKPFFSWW
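PI4K2A activity was measured by ADP-Glo luminescence: enzyme (4 ug/mL stock) and phosphatidylinositol (1.2 mM stock) in Tris pH 7.5/MgCl2/EGTA/Triton X-100 buffer were reacted with ATP (300 microM stock) for one hour at ambient temperature.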
mIDH1 inhibitor: human IDH1 R132H inhibition; O75874; IDH1-R132H enzyme, NADPH consumption, diaphorase/resazurin fluorescence; Potency, µM (series often up to 76.6 µM), inactives show at the top dose activity change, negative = inhibition, actives largely listed as inhibitors; 390,000 compounds, 0.093% hits; AID 602179; further: potency means the concentration at half of the fitted maximal effect; on the % scale 0 is the no-effect control and ±100 the full control effect; nearly all actives have a fitted effect of over 65% in size
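IDH1-R132H (0.5 ug/mL) preincubated 30 min with compound, then NADPH (0.016 mM) and alpha-KG (2 mM) added; 80 min at RT, pH 7.5. Remaining NADPH coupled via diaphorase/resazurin to fluorescence (540/590 nm); concentration-response curves normalized to no-enzyme control.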
PGK inhibitor: blocks T. brucei phosphoglycerate kinase | P07378 | PGK/GAPDH coupled, Kinase-Glo luminescence, 60 min | Potency, µM (top dose mostly 57.5 µM), for inactives: top-dose activity change, negative = inhibition, hits mostly inhibitors | 380,000 compounds, 0.043% hits | AID 602233; further: potency means the concentration at half of the fitted maximal effect; on the % scale 0 is the no-effect control and ±100 the full control effect; nearly all actives have a fitted effect of over 60% in size
Target sequence (P07378 whole entry, looked up): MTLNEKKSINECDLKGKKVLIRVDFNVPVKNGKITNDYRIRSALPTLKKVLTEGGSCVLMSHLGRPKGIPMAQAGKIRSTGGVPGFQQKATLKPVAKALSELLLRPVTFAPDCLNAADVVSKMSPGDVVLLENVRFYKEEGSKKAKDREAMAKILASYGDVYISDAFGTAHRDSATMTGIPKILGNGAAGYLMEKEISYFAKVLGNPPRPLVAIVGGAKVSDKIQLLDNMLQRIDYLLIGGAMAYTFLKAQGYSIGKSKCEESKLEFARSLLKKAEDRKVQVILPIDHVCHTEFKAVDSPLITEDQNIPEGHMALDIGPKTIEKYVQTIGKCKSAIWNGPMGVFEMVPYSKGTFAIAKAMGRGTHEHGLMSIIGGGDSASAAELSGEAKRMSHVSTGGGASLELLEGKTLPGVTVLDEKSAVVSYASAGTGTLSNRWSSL
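Recombinant glycosomal PGK reaction used 1,3-bisphosphoglycerate generated in-well by GAPDH (100nM final) in 100mM TEA pH 7.6, 5mM MgCl2, 0.01% Tween-20. After 60 minutes at room temperature, ATP was read by Kinase-Glo Plus luminescence end-point.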
USP1-UAF1 inh: blocks the human USP1/UAF1 deubiquitinase complex; O94782; recombinant USP1/UAF1, Ub-Rhodamine cleavage fluorescence; Potency, µM (titrated, usually from 57.1 µM), for the others: at the top dose activity change, negative = inhibition, hits mostly inhibitors; 390,000 compounds, 0.23% hits; AID 743255; further: potency means the concentration at half of the fitted maximal effect; on the % scale 0 is the no-effect control and ±100 the full control effect; nearly all actives have a fitted effect of over 60% in size; inactives centre near -12
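In this screen, compounds sit with the deubiquitinase complex (1nM) for 15 min at room temperature before Ub-Rho is added at 150nM final. Fluorescence rise is then followed for 6 reads every 60 seconds.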
GLS inh: blocks human kidney-isoform glutaminase activity; O94925; GLS enzymatic activity, qHTS titration; Potency, µM (highest dose often 45.5 µM), for inactives: top-dose activity change, negative = inhibition, hits mostly inhibitors; 410,000 compounds, 0.21% hits; further: potency means the concentration at half of the fitted maximal effect; on the % scale 0 is the no-effect control and ±100 the full control effect
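Compounds were pin-transferred onto hKGA, after which L-glutamine (1 mM solution) and a detection mix of glutamate oxidase, HRP and Amplex Red were added. Initial and 30 min RT fluorescence reads were collected.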
TrxR1 substrate: is turned over as a substrate by rat TrxR1. O89049. purified TrxR1 substrate turnover, NADPH consumption readout. Potency, µM (top dose mostly 114 µM), without a hit: top-dose activity change, negative = substrate turnover. 390,000 compounds, 0.01% hits. AID 588456; further: potency means the concentration at half of the fitted maximal effect; on the % scale 0 is the no-effect control and ±100 the full control effect; nearly all actives have a fitted effect of over 50% in size
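Rat TrxR1, dispensed at 90 nM, was prereduced with 400 uM NADPH (final) for 5 min at ~22 deg C, then incubated with compound 15 min before 400 uM selenite. A first-read NADPH fluorescence drop versus no-compound background flagged substrates.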
Pin1 inhibitor: human Pin1 inhibition. Pin1 FP peptide displacement, HiFluor488, 10 min. Potency, µM (top dose mostly 115 µM), for inactives: top-dose activity, negative = inhibition, actives largely listed as inhibitors. 390,000 compounds, 0.009% hits; active means well fitted inhibition curve with a large enough effect in the polarisation, with a control signal flat, not every such curve was filed as active; inconclusive means small, poorly fitted or top-dose-only effect, or effect the other way, or a change in a side signal; inactive means no such curve, though single readings can be large or run the other way; the % refers to the polarisation; further: potency means the concentration at half of the fitted maximal effect; on the % scale 0 is the no-effect control and ±100 the full control effect
Target sequence (Q13526 whole entry, looked up): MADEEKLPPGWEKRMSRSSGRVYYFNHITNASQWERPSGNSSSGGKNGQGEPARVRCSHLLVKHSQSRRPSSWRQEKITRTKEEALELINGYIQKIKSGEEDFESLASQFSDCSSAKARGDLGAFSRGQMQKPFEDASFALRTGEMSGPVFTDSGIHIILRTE
An asterisk follows results filed as active; i = inactive; u = inconclusive; x = not tested or not shown; [ ] = remark or other dose. Unless noted, the call rests on the fitted dose curve; in most records, active means well fitted curve in the direction sought with a large enough effect; inconclusive means small, poorly fitted or top-dose-only effect, or another doubt; inactive means no such curve, though single readings can be large; an effect the other way counts as inactive or inconclusive. This is a subset (hit frequency here may not be typical).

SMILES | rTrxR1 inhibitor | HP1b chromo inh | PI4K2A inh | mIDH1 inhibitor | PGK inhibitor | USP1-UAF1 inh | GLS inh | TrxR1 substrate | Pin1 inhibitor
COCCn1c(SCC(=O)Nc2ccc(F)cc2F)nc2c(c1=O)SCC2 | x | x | -6 | 3% | 3% | -11% | 5% | x | x
Cc1ccc(NC(=O)CSc2nsc(SCC(=O)Nc3ccc(C)cc3C)c2C#N)c(C)c1 | 19%[57.1 µM] | -7% | -1 | -7% | -3% | -18% | 11% | 8%[57.1 µM] | 2%
Cc1ccc(-c2nc3ccccc3[nH]2)cn1 | 20% | 41%[activator] | -24 | 3% | -5% | -23% | -6% | 17% | -11%
O=C1C2C3CCCC3=C3CCCC3C2C(=O)N1c1cccc(Cl)c1 (centres undefined) | -18% | 21% | -7 | 1% | -4% | u | 1% | -4% | u
COc1cccc(NC(=O)c2sc(NC(=O)c3ccncc3)nc2C)c1 | 13% | 30% | -12 | 2% | -10% | -14% | 1% | -10% | 4%
COc1ccc(C)cc1S(=O)(=O)N1CCC2(CC1)OCCN2S(=O)(=O)c1ccccc1 | -13% | 23% | -1 | 2% | -3% | -8% | -16% | -17% | 6%
CCOC(=O)COc1ccc([N+](=O)[O-])cc1 | 5% | 23%[57 µM] | 1 | 2% | i | -17% | -3% | -7% | 6%
CCCSc1nc2c(c(=O)[nH]c(=O)n2C)n1Cc1ccccc1 | 39%[2.29 µM] | 40%[activator] | 0 | -6% | -10% | -14% | -5% | 8%[2.29 µM] | 6%
CCN(CC)CCCN1C(=O)C(=O)/C(=C(/O)c2cc(C)ccc2C)C1c1cccnc1 (centres undefined) | -31% | 28% | 9 | -4% | 3% | 6% | 6% | 3% | 6%
CCOc1ccc(OCCCC(=O)NNC(=O)c2ccncc2)cc1 | 14% | 6% | -3 | 0% | -5% | -6% | 12% | 3% | 0%
CCCCNc1cc(F)nc(N)n1 | 18% | 55%[activator] | 1 | -3% | 0% | -17% | 3% | 8% | -12%
CC(=O)O[C@@H]1[C@H]2[C@@H](C[C@@H](C)[C@@H]3C=CC(=O)[C@@]13C)OC(=O)[C@@H]2C | 5% | 23% | -6 | -8% | -8% | -19% | 0% | 3% | -3%
CCN1CC(CN(C)Cc2cn(-c3ccc(C)cc3)nc2-c2cccc(C)c2)CC1=O (centres undefined) | -5% | 9% | 4 | 3% | -5% | -20% | 0% | -11% | 11%
CSc1nsc(SC)c1C(=O)Nc1ccc(Cl)cc1 | 21% | 39%[activator] | -2 | -3% | -5% | 3% | 2% | 1% | -6%
CC1Cc2ccccc2N1S(=O)(=O)c1cccc(C(=O)NCc2ccccn2)c1 (centres undefined) | 19% | 48%[activator] | -7 | -10% | -5% | -22% | 1% | -4% | 0%
COc1cccc(C(=O)NC(=S)N2c3ccccc3CC2C)c1OC (centres undefined) | -3% | -20% | -7 | 2% | i | -18% | 0% | -10% | 3%
Cc1ccc(C(=O)c2cc([N+](=O)[O-])ccc2N2CCOCC2)cc1C | -18% | u | 0 | 7% | -8% | -11% | 0% | -19% | -6%
CC(=O)c1cccc(NC(=O)c2cc(=O)c3ccccc3o2)c1 | -3% | 24% | 2 | -7% | -8% | -24% | 3% | -2% | -1%
CN(C)C(=O)c1ccc(NC(=O)COc2cccc(Oc3ccccc3)c2)cc1 | 13% | 51%[activator] | -1 | 0% | -9% | -15% | 1% | -2% | 2%
CCOC(=O)c1[nH]c(C)c(C(=O)C(C)C)c1C | 20% | -4% | 0 | 0% | 2% | -4% | -1% | 6% | -9%
COc1ccc(-c2csc(NC(=O)CSCc3c(C)noc3C)n2)c(OC)c1 | 2%[57.1 µM] | 2% | -2 | -2% | 5% | -15% | 3% | 1%[57.1 µM] | 1%
CC1(C)C2CCC1(CS(=O)(=O)N1CCOCC1)C(=O)C2 (centres undefined) | 19% | 37% | 0 | 5% | 2% | -13% | -2% | 7% | -5%
CC(=O)NC1C(=O)N(CCN2CCOCC2)c2ccc(F)cc21 (centres undefined) | 0% | -2% | -5 | u | x | -6% | -23% | -2% | -6%
O=C(CCNS(=O)(=O)c1ccccc1F)N1CCN(Cc2ccccc2)CC1 | 12% | 20% | 3 | -7% | 0% | -16% | -10% | 8% | -2%
CCOC(=O)N1CCN(c2ccc3nnnn3n2)CC1 | 8%[57.1 µM] | 19% | 6 | 3% | i | -17% | 2% | -4%[57.1 µM] | 5%

Sorted by the number under USP1-UAF1 inh (ascending): three from the list above
Molecule,USP1-UAF1 inh
CC(=O)O[C@@H]1[C@H]2[C@@H](C[C@@H](C)[C@@H]3C=CC(=O)[C@@]13C)OC(=O)[C@@H]2C,-19%
COc1cccc(C(=O)NC(=S)N2c3ccccc3CC2C)c1OC (centres undefined),-18%
COc1cccc(NC(=O)c2sc(NC(=O)c3ccncc3)nc2C)c1,-14%

(list continues)
SMILES | rTrxR1 inhibitor | HP1b chromo inh | PI4K2A inh | mIDH1 inhibitor | PGK inhibitor | USP1-UAF1 inh | GLS inh | TrxR1 substrate | Pin1 inhibitor
Cc1ccc(C(=O)NCC(=O)NCC(=O)OCc2ccc(Cl)cc2)cc1 | 3% | 19% | -2 | 0% | 0% | -3% | 0% | -12% | -1%
COc1ccc(Br)cc1CN1C(=O)c2ccccc2C1C(=O)NC1CCCCCC1 (centres undefined) | 11% | 22% | -5 | -3% | -14% | -18% | 5% | 1% | -8%
O=S(=O)(c1ccccc1C(F)(F)F)N1CCN(c2ncnc3sccc23)CC1 | 14% | 27% | 1 | 0% | 11% | -10% | 2% | 5% | 12%
Cc1ccccc1CN(C)C(=O)c1ccc2ccccc2n1 | 1% | 18% | 5 | 6% | 5% | -13% | -7% | -4% | -1%
O=C(OCc1cc(=O)c(OC(=O)c2ccccc2)co1)c1ccccc1 | 8%[57.1 µM] | 25% | 12 | -10% | -8% | -15% | -9% | 7%[57.1 µM] | 0%
O=C(CCCCCNC(=O)c1ccccc1)N/N=C/c1ccc(F)cc1 | 2% | 33% | 0 | 4% | -8% | -6% | 3% | -1% | -6%
C[C@@H](C(=O)Nc1ccc2ccccc2c1)[C@@H]1C[C@@]1(C)[C@@H](NC(=O)c1cnccn1)c1ccccc1 | 27% | 38%[activator] | -6 | -6% | -3% | u | -1% | 2% | 22%
CSC1=NC(C)(C)C=C(/C=C/c2ccc(Cl)cc2)N1 | u | u | 10 | 3% | 0% | -12% | 3% | -7%[57.1 µM] | 15%
Cc1cn(C(=O)c2ccccc2)c(=S)n1-c1ccc(Cl)cc1 | 26% | 21% | -5 | 0% | i | -25% | 0% | 24% | 36%[activator]
COC(=O)CSc1nnc(COc2cccc3ccccc23)o1 | 16% | 65%[activator] | 3 | 4% | i | -15% | 4% | 9% | 2%
C#CCn1cc(/C=N/NC(=O)COc2cccc3cccnc23)c2ccccc21 | 7% | 13% | -2 | 6% | i | -17% | -5% | -2% | u
CCN1C(=O)CSc2ccc(C(=O)OC)cc21 | 7%[57.1 µM] | 53%[activator] | -2 | -3% | -7% | -18% | -1% | 4%[57.1 µM] | -1%
CC1CCCCN1C(=O)Nc1cccc(C(F)(F)F)c1 (centres undefined) | 14%[57.1 µM] | 16% | 6 | 6% | 3% | -15% | 11% | -4%[57.1 µM] | -1%
O=C1C(=Cc2ccc(Br)o2)C(=O)c2ccccc21 | u | u | -10 | 3% | 7.9µM* | -18% | 144%[activator] | -13% | 3µM*
CCOC(=O)C1CCN(C(=O)CCn2c(=O)[nH]c3ccccc3c2=O)CC1 | -6% | 28% | -5 | 9% | -4% | -6% | 3% | -5% | 1%
C#CCOc1ccc2ccccc2c1/C=C(/C#N)c1ccc(C(=O)O)cc1 | 4%[57.1 µM] | -18% | 4 | -13% | -2% | -2% | -20% | -17% | -7%
Clc1ccc(CSc2cc3c(nn2)-c2ccccc2CC3)cc1 | 0% | 122%[activator] | -1 | 3% | -1% | -28% | -6% | -6%[57.1 µM] | -1%
CCC(C)NC(=S)N1CCN(C)CC1 (centres undefined) | 17%[57.1 µM] | u | 1 | -1% | -9% | -13% | 10% | 10%[57.1 µM] | -9%
N#Cc1ccc(Oc2c(Cl)cncc2Cl)cc1 | 12% | 39%[activator] | 4 | 9% | -9% | -21% | 9% | -7% | -12%
O=C(COC(=O)c1cccc(OC(F)F)c1)NC1CCCC1 | 20% | 50%[activator] | 4 | -7% | -2% | -25% | -28% | 4% | -2%
O=C(CN(Cc1ccc(Br)cc1)S(=O)(=O)c1ccccc1)NCC1CCCO1 (centres undefined) | -8% | 14% | 0 | 1% | 2% | -4% | 5% | -8% | 5%
CN(C)S(=O)(=O)c1ccc(Cl)c(NC(=O)COC(=O)CN2C(=O)NC(C)(C)C2=O)c1 | 11%[57.1 µM] | 10% | 3 | 1% | 6% | u | 20% | 9%[57.1 µM] | -2%
COC(=O)c1ccc(CSc2nc3c([nH]c4ccccc43)c(=O)n2-c2cccc(OC)c2)o1 | 30%[57.1 µM] | 4%[57 µM] | 2 | 5% | -6% | u | -11% | 4%[57.1 µM] | 25%
O=C1CN(C(=O)CC2c3ccccc3-c3ccccc32)CC(=O)N1 | 11%[57.1 µM] | 65%[activator] | -1 | 1% | 1% | -14% | 4% | 6%[57.1 µM] | -2%
